Screening results (PubChem BioAssay)
AHR activator – AHR activators, primary screen, cell-based, luminescence, luciferase reporter, human; AHR-responsive luciferase reporter cells; AID 2796, 2010; actives 2.5% (n = 320,000); activation, % at 5 µM; Aryl hydrocarbon receptor (Homo sapiens), P35869; in the data active means activation above about 47%;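 further: 0% = vehicle wells and 100% = reference agonist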
RPL19A TOR yeast – RPL19A-GFP expression modulators in yeast, primary screen, cell-based, S. cerevisiae, multiplex flow cytometry, MLPCN; S. cerevisiae RPL19A-GFP strain, 3 h; stronger effect = lower value; percent response vs DMSO, % at 10 µM; actives 0.3% (n = 330,000);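 active means percent response vs DMSO below 50%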;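 further: median channel GFP fluorescence of the barcoded RPL19A-GFP strain; ratio of sample median GFP to plate DMSO average so 100% = DMSO; lower means less RPL19A-GFP as with rapamycin TOR inhibition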
procasp3 activ – activators of human procaspase-3 D3A mutant, primary screen, biochemical, absorbance, PC-3 D3A mutant, single concentration | recombinant procaspase-3 D3A, Ac-DEVD-pNA absorbance 405 nm | activation, % at 8.5 µM | actives 0.11% (n = 330,000);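 active means activation above the mean of all tested compounds plus 3 SD, cut at about 21% in these data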;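 further: 0% = DMSO alone and 100% = DMSO wells spiked with extra 5 µM PC-3 D3A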
Target sequence (P42574 whole entry D9A/D28A/D175A): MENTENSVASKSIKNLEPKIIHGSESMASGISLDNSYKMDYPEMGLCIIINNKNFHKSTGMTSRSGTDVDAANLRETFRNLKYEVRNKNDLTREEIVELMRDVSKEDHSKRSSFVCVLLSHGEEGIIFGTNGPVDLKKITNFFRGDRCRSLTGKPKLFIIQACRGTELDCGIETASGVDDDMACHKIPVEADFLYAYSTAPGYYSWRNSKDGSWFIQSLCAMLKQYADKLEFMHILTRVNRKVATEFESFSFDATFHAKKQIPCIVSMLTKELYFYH
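Compound: 8.5 µM single point, 0.8% DMSO / Material: Autoprocessing-dead procaspase-3 D3A mutant enzyme / Timing: 1 h preincubation plus 2 h reaction at 25 °C / Medium: Zinc-free HEPES/NaCl buffer with 0.01% Triton X-100 at pH 7.4 / Technique: 405 nm absorbance of p-nitroaniline, reads at 0 and 120 min / Repeats: one well per compound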
MEP2-GFP yeast – modulators of MEP2-GFP levels in yeast, primary screen, S. cerevisiae, multiplex flow cytometry, MLPCN library; GFP response vs DMSO, % at 10 µM; actives 0.51% (n = 330,000); S. cerevisiae MEP2-GFP strain, 3 h; 100% = DMSO control level;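 active means GFP response versus DMSO above a set limit, roughly screen mean plus 3 SD, cut at about 180% in these data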;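 further: median GFP fluorescence of the barcode-gated MEP2-GFP cells per well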
JMJD2C inh – inhibitors of GASC-1 histone demethylase, primary screen, biochemical, fluorescence, DELFIA europium | Lysine-specific demethylase 4C (Homo sapiens), Q9H3R0 | GST-JMJD2C(1-420) H3K9me3 demethylation | inhibition, % at 2.35 µM | actives 0.069% (n = 330,000);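 active means more than half of a compound's replicate wells show inhibition beyond 50%, single wells judged on their own value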;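 further: signal counts dimethyl H3K9 product captured on neutravidin plate; 0% = median of DMSO wells and 100% = 0.3 times that DMSO median; strong numbers were not always called active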
Target sequence (Q9H3R0 1-420 limits assumed): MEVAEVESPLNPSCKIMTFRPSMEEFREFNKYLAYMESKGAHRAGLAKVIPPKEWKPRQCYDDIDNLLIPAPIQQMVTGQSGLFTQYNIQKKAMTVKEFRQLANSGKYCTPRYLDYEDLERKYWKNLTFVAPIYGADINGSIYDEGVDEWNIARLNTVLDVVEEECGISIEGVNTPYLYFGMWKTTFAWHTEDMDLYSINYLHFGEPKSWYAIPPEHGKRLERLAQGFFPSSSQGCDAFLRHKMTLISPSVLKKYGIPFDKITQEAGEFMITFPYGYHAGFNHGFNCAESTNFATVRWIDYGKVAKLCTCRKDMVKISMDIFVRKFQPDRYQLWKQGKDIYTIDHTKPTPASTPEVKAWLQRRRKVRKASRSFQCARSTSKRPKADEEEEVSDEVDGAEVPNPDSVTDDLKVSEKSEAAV
procasp7 counter – procaspase-7 activators, primary screen, counter-screen for procaspase-3 activator project, biochemical, absorbance, HTS, human; Caspase-7 (Homo sapiens), P55210; recombinant procaspase-7, Ac-DEVD-pNA absorbance 405 nm; D23A/D198A/D206A triple mutant, cannot self-cleave; scale: DMSO 0, 5 µM enzyme 100; activation, % at 8.5 µM; actives 0.093% (n = 330,000); AID 463210, 2010;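 active means percent activation above the screen-wide mean plus 3 SD, cut at about 25% in these data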
Target sequence (P55210 whole entry D23A/D198A/D206A): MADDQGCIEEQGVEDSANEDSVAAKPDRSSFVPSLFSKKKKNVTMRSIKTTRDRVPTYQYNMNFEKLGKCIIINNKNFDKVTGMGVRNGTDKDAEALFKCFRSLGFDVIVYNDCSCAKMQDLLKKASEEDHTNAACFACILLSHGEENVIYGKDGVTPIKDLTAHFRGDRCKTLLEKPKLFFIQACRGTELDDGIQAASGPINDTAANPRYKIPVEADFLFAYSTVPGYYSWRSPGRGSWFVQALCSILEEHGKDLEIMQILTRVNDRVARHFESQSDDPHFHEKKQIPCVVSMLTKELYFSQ
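System: Uncleavable procaspase-7 mutant enzyme; Amount: 2 µM procaspase-7 mutant as dispensed; Schedule: 1 h compound preincubation, 2 h substrate cleavage, 25 °C; Measured by: 405 nm absorbance of p-nitroaniline; Evaluation: percent activation from buffer-corrected 0–120 min absorbance change; Control set: low DMSO alone, high DMSO plus 5 µM PC-7.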
Yeast superoxide – reduction of superoxide in aged yeast, primary screen, HTS; S. cerevisiae aged cells, superoxide DHE fluorescence; stronger effect = lower value; superoxide response (% of plate mean), % at 10 µM; actives 0.18% (n = 330,000); AID 2690, 2010;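 active means superoxide response under a set limit, about three screen SD below normal, cut at about 65% in these data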;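 further: yeast aged for seven days with compound at 30 °C before DHE staining; 100% = average MFI of all compound-treated wells on the plate with controls excluded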
LAP4-GFP MLPCN – modulators of LAP4-GFP expression in yeast, primary screen, S. cerevisiae, multiplex flow cytometry, MLPCN library. 3 h; median GFP as percent of DMSO wells. GFP response vs DMSO, % at 10 µM. actives 0.34% (n = 320,000). AID 2023, 2009;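 active means GFP response vs DMSO above a set limit, about the screen mean plus 3 SD, cut at about 150% in these data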
An asterisk follows results filed as active; i = inactive; . = not tested or not shown; & = joins results of further samples; [ ] = remark or other dose. Outcome played no part in choosing rows; any-hit rate near 3.8%.

entry | molecule | AHR activator | RPL19A TOR yeast | procasp3 activ | MEP2-GFP yeast | JMJD2C inh | procasp7 counter | Yeast superoxide | LAP4-GFP MLPCN
1 | COc1ccc(OC)c(CN2CCC(C(=O)N3CCN(c4ccccc4F)CC3)CC2)c1 | -2 | 99 | 2 | 99 | 3 | 0 | 100 | 86
2 | COc1ccc(-c2csc(NC(=O)c3ccc(C(C)(C)C)cc3)c2C(=O)O)cc1 | 5 | 93 | 1 | 89 | -2 | 0 | 71 | 92
3 | CN(c1ccccc1)S(=O)(=O)c1cc(C(=O)NCCCn2ccnc2)ccc1Cl | 4 | 99 | 4 | 98 | -8 | 11 | 101 | 113
4 | CN(Cc1c(C(=O)N2CCCCCCC2)nc2ccc(Cl)cn12)C1CCOC1 (stereo not drawn) | . | 119 | . | 105 | 7 | . | 106 | 75
5 | CCC(C)NC(=O)NC(=O)N(C1CCCCC1)S(C)(=O)=O (stereo not drawn) | 5 | 99 | 7 | 100 | -10 | 0 | 96 | 96
6 | CCOC(=O)c1cn2nc(Oc3ccc(C(=O)OC)cc3)ccc2n1 | -1 | 100 | 0 | 95 | -11 | -1 | 119 | 101
7 | O=C(NC(O)C(=O)c1ccccc1)c1ccc(F)cc1 (stereo not drawn) | -3 | 104 | 9 | 99 | 4 | -1 | 96 | 93
8 | CC(OC(=O)C1=COCCO1)C(=O)Nc1ccccc1C#N (stereo not drawn) | 3 | 102 | 8 | 101 | i | 5 | 97 | 101
9 | CCOC(=O)Cc1csc(NC(=O)c2cnc3scc(C)n3c2=O)n1 | 17 | 96 | -6 | 96 | 141 | -2 | 86 | 102
10 | COc1ccc(C2CC(c3cccc(C)c3)n3nc(N)nc3N2)cc1 (stereo not drawn) | 1 | 99 | -4 | 109 | 10 | 7 | 100 | 101
11 | CCSc1nc(-c2ccco2)ccc1C#N | 3 | 106[may fluoresce violet] | -1 | 107[may fluoresce violet] | 19 | 7 | 96 | 112[may fluoresce violet]
12 | N#Cc1c(-c2ccco2)cc(-c2ccccc2)[nH]c1=O | 2 | 95 | 3 | 113 | -1 | -5 | 101 | 115
13 | CCN(CC)S(=O)(=O)c1ccc(-c2nnc3sc4cccc(C)c4n23)cc1 | 15 | 102 | 12 | 102 | 3 | 3 | 100 | 104
14 | O=C(Nc1nnc(C2CC2)s1)C1CC(=O)N(c2ccc3c(c2)OCCO3)C1 (stereo not drawn) | -2 | 104 | 4 | 123 | 1 | -2 | 88 | 113
15 | CN(C)CC(=O)c1c(N)n(Cc2ccccc2)c(=O)n(C)c1=O | -1 | 97 | 3 | 98 | 0 | -2 | 90 | 93

Copied from above, compounds 1–3
entry | molecule | AHR activator | RPL19A TOR yeast | procasp3 activ | MEP2-GFP yeast | JMJD2C inh | procasp7 counter | Yeast superoxide | LAP4-GFP MLPCN
1 | COc1ccc(OC)c(CN2CCC(C(=O)N3CCN(c4ccccc4F)CC3)CC2)c1 | -2 | 99 | 2 | 99 | 3 | 0 | 100 | 86
2 | COc1ccc(-c2csc(NC(=O)c3ccc(C(C)(C)C)cc3)c2C(=O)O)cc1 | 5 | 93 | 1 | 89 | -2 | 0 | 71 | 92
3 | CN(c1ccccc1)S(=O)(=O)c1cc(C(=O)NCCCn2ccnc2)ccc1Cl | 4 | 99 | 4 | 98 | -8 | 11 | 101 | 113

(further entries)
entry | molecule | AHR activator | RPL19A TOR yeast | procasp3 activ | MEP2-GFP yeast | JMJD2C inh | procasp7 counter | Yeast superoxide | LAP4-GFP MLPCN
16 | COc1ccc(CN(Cc2cc3cccc(C)c3n3nnnc23)C(=O)N2CCOCC2)cc1 | -1 | 95 | -4 | 99 | -15 | 7 | 94 | 108
17 | Cn1c(=O)[nH]c(=O)c2c1nc(Sc1ncccn1)n2CCCc1ccccc1 | 4 | 103 | 0 | 102 | i | 11 | 102 | 94
18 | COc1ccc(CN2CC(C(=O)NCCCN3CCN(Cc4ccccc4)CC3)CC2=O)cc1 (stereo not drawn) | -2 | 101 | -1 | 103 | -11 | 0 | 95 | 98
19 | CCc1ccccc1NC(=O)CSC1=C(C#N)C(c2ccc3c(c2)OCO3)C2=C(CCCC2=O)N1 (stereo not drawn) | -1 | 102 | -7 | 103 | 4&-2 | -29 | 108 | 100
20 | Cc1nc2c(C(=O)N3CCCCC3)cnn2c(C)c1Cc1ccccc1F | 8 | 97 | 7 | 104 | -1 | 19 | 109 | 104
21 | CCCc1ccc(NC(=O)C2CCCN(c3cnccn3)C2)cc1 (stereo not drawn) | 48* | 104 | 1 | 109 | 0 | -5 | 97 | 89
22 | O=C1Nc2cc(C(=O)N3CCN(c4ccc(F)cc4)CC3)ccc2NC1CSCc1cccc(F)c1 (stereo not drawn) | 0 | 93 | -7 | 100 | 2 | -23 | 105 | 103
23 | O=C(COc1cccc(Oc2ccccc2)c1)Nc1ccc(SC(F)F)cc1 | 1 | 96 | 4 | 98 | 23 | 3 | 94 | 107
24 | COC(=O)c1ccc(C)c(NC(=O)CSc2nnc3ccccn23)c1 | -2 | 100 | 2 | 109 | 3 | -6 | 99 | 95
25 | O=C(NNc1ccccn1)C(c1ccccc1)c1ccccc1 | -1 | 91 | 10 | 87 | -11 | -2 | 100 | 71
26 | Cc1ccc(NC(=O)CN2C(=O)c3ccccc3C2=O)c(C)c1 | 1 | 102 | 4 | 109 | 5 | -4 | 100 | 103
27 | O=C(O)c1[nH]c2ccccc2c1-c1ccccc1 | 1 | 103 | 4 | 96 | -31 | 16 | 96 | 102
28 | Cn1c(=O)c2c(nc(CN3CCc4ccccc4C3)n2Cc2ccc(Cl)cc2)n(C)c1=O | 2 | 102 | 1 | 112 | -5 | 1 | 134 | 108
29 | Cc1noc(C)c1C(=O)OC(C(=O)NC1CCCC1)c1ccc(F)cc1 (stereo not drawn) | 0 | 96 | 9 | 98 | -2 | -14 | 97 | 103
30 | CC(=O)NC(Cc1ccccc1)C(=O)OCC(=O)c1ccc(F)cc1 (stereo not drawn) | 0 | 102 | 2 | 101 | -8 | -3 | 93 | 86
31 | NC(=O)C1=C[C@@H](c2ccc(Br)cc2)C[C@@H](OCc2ccc(CO)cc2)O1 | 0 | 91 | 2 | 94 | -4 | -4 | 99 | 88
32 | CCN(CC)c1ccc(NC(=O)CN2CCN(CC(=O)Nc3ccc(F)cc3)CC2)cc1 | 2 | 101 | 6 | 106 | . | -6 | 105 | 109
33 | O=C(N1CCCCC1)N1CCN(C(=O)N(c2ccccc2)c2ccccc2)CC1 | -1 | 98 | -4 | 98 | -4 | 10 | 87 | 97
34 | CCOc1ccccc1C(=O)Nc1cccc(-c2ccc3nncn3n2)c1 | -8 | 101 | -4 | 104 | 7 | -1 | 108 | 101
35 | NC(=O)Cc1ccc(C(=O)c2ccccc2)s1 | -2 | 95 | 3 | 100 | -19 | -7 | 116 | 92
36 | COc1ccc2cc3cc(C(=O)NCCN4CCN(c5ccccc5F)CC4)oc3nc2c1 | 7 | 109 | 0 | 109 | -5 | 2 | 97 | 100
37 | Cc1nc(N)c2c(Cc3cccc4ccccc34)nn(C(C)(C)C)c2n1 | 10 | 88 | 4 | 81 | -5 | -8 | 107 | 119
38 | CSc1nc2sc3c(c2c(=S)[nH]1)CC(C)(C)OC3 | . | 100 | . | 99 | 0 | . | 90 | 110
39 | O=C(c1ccc([N+](=O)[O-])o1)N1CCN(Cc2ccccc2)CC1 | -1 | 101 | 11 | 99 | -4 | 2 | 100 | 95
40 | CCOC(=O)c1nc(-c2ccc(OC)c(OC)c2)no1 | -1 | 96 | -9 | 98 | -2 | -3 | 100 | 104
41 | COc1ccc(OC)c(S(=O)(=O)Nc2ccc(C(C)=O)cc2)c1 | -3 | 98 | 0 | 103 | -5 | -12 | 105 | 99
42 | COC(=O)CNC(=O)CN1C(=O)N(c2ccc(Cl)cc2)C(N(O)C(=O)Nc2ccc(Cl)cc2)C1(C)C (stereo not drawn) | 0 | 104 | -7 | 114 | -2 | 7 | 95 | 114
43 | CCCCCCCNC(=O)C1(CC2CC(c3ccccc3)=NO2)CCN(C(=O)OC(C)(C)C)CC1 (stereo not drawn) | 42 | 96 | -1 | 93 | -2 | 5 | 98 | 93
44 | CC1(C)C2CCC1(CS(=O)(=O)Nc1ccc(S(=O)(=O)NC3CCCCC3)cc1)C(=O)C2 (stereo not drawn) | 2 | 109 | -7 | 103 | 23 | -3 | 96 | 103
45 | O=C(N/N=C/c1coc2ccccc2c1=O)c1cc(Br)ccc1O | 9 | 100 | -5 | 107 | 0 | 3 | 107 | 97
46 | Nc1cc(C(=O)O)ccc1Nc1ccccc1 | -1 | 104 | 4 | 108 | -1 | -11 | 85 | 114
47 | Cc1ccc(NCC(=O)N/N=C/c2ccc(C(=O)O)cc2)cc1 | 6 | 100 | 8 | 103 | 16 | 6 | 93 | 114
48 | CCOC(=O)N1CCC(N2C(=O)c3ccccc3C2Nc2ccc(S(=O)(=O)N(CC)CC)cc2)CC1 (stereo not drawn) | -2 | 88 | 9 | 91 | 13 | -1 | 102 | 109

Entries listed above printed as active in AHR activator.
nr | Compound | AHR activator | RPL19A TOR yeast | procasp3 activ | MEP2-GFP yeast | JMJD2C inh | LAP4-GFP MLPCN
21 | CCCc1ccc(NC(=O)C2CCCN(c3cnccn3)C2)cc1 (stereo not drawn) | 48* | 104 | 1 | 109 | 0 | 89

Reprinted at random: 2 records from the list
entry | molecule | AHR activator | RPL19A TOR yeast | procasp3 activ | MEP2-GFP yeast | JMJD2C inh | procasp7 counter | Yeast superoxide | LAP4-GFP MLPCN
40 | CCOC(=O)c1nc(-c2ccc(OC)c(OC)c2)no1 | -1 | 96 | -9 | 98 | -2 | -3 | 100 | 104
42 | COC(=O)CNC(=O)CN1C(=O)N(c2ccc(Cl)cc2)C(N(O)C(=O)Nc2ccc(Cl)cc2)C1(C)C (stereo not drawn) | 0 | 104 | -7 | 114 | -2 | 7 | 95 | 114

Sorted by value in JMJD2C inh (ascending): three from the list above
# | SMILES | JMJD2C inh
37 | Cc1nc(N)c2c(Cc3cccc4ccccc34)nn(C(C)(C)C)c2n1 | -5
34 | CCOc1ccccc1C(=O)Nc1cccc(-c2ccc3nncn3n2)c1 | 7
47 | Cc1ccc(NCC(=O)N/N=C/c2ccc(C(=O)O)cc2)cc1 | 16
